# Tb PFK inh: blocks T. brucei phosphofructokinase; hit rate 0.17% among 330,000; Potency, µM (top dose mostly 57.5 µM), inactives show top-dose activity, negative = inhibition, usual class: inhibitors; AID 485367; T. brucei PFK, ADP-Glo luminescence; O15648;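 also: potency is read from the fitted curve at half-maximal effect; 0% = uninhibited 1x PFK enzyme wells and -100% = no-enzyme wells; nearly all actives have a fitted effect of over 60% in size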
# Target sequence (O15648 whole entry, looked up): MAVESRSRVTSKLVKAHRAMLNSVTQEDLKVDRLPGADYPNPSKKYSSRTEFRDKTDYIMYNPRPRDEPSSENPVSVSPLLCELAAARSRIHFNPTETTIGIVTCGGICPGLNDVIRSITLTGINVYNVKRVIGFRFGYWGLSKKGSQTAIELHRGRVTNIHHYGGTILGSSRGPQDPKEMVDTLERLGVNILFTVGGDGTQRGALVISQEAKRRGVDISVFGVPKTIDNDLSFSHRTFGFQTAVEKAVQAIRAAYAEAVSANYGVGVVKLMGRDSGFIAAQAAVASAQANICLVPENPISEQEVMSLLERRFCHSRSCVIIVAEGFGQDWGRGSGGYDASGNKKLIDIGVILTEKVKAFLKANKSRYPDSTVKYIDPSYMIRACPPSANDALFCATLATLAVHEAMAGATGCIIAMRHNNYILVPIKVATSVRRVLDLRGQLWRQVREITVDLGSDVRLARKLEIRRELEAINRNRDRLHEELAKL
#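 In TEA buffer at pH 8.0 with 5 mM MgCl2, enzyme (1.25 nM) converted F6P (0.5 mM) and ATP (0.1 mM) for 45 min at room temperature. ADP product was read by luciferase luminescence.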
# KCNH2 3.1 block: blocks the human KCNH2 3.1 channel isoform. U2OS KCNH2 3.1, thallium flux FluxOr; hits give low values. activity change, % (tested at about 1.8 µM). hit rate 0.95% among 340,000;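 active = maximum activity change below -70%; inconclusive = maximum activity change from -70% to -50%; inactive = maximum activity change above -50%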;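 also: thallium influx rate constant from kinetic fluorescence after stimulation buffer; % is scaled to controls: 0 for no effect and ±100 for the full control effect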
#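 Kinetic fluorescence (2 min after stimulation buffer) measures Tl+ influx through KCNH2 3.1 expressed by viral transduction in U2OS cells; the rate constant is normalized against DMSO controls serving as positive and negative references.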
# RORg inh: blocks mouse ROR gamma transcriptional activity. Drosophila S2 Gal4-RORgamma UAS-luciferase reporter, 20 h. P51450. hit rate 5.4% among 310,000. AID 2551. Potency, µM (series often up to 53.6 µM), inactives show at the top dose activity change, negative = inhibition, most hits filed as inhibitors; also: potency is read from the fitted curve at half-maximal effect; % is scaled to controls: 0 for no effect and ±100 for the full control effect; nearly all actives have a fitted effect of over 60% in size
#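 Read-out: Photinus luciferase luminescence; inhibitors lower reporter signal. Insect Schneider cells with Gal4-ROR gamma fusion under metallothionein promoter, UAS reporter; 700 uM final copper sulfate induction, 20 hr, ambient temperature.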
# ELG1 genotoxic: induces genotoxicity in HEK293T cells with luciferase-tagged ELG1; AID 504466; HEK293T ELG1-luciferase reporter, luminescence, 16 h; hit rate 1.3% among 330,000; Potency, µM (highest dose often 46 µM), without a hit: at the highest dose activity change, positive = activation, usual class: activators; also: potency is read from the fitted curve at half-maximal effect; % of control where 0% means no effect; nearly all actives have a fitted effect of over 60% in size
#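 Reporter readout depends on ELG1 protein level, which increases with genetic stress. After 16 hr compound exposure at 37 °C, luciferase activity was quantified using ONE-Glo.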
# FLuc counter: counter-screen for miR-21 project: firefly luciferase inhibitors or activators | hit rate 6.9% among 360,000 | purified FLuc, Km substrates, luminescence inhibition | Potency, µM (top dose mostly 57.5 µM), for inactives: at the top dose activity change, negative = inhibition, usual class: inhibitors | P08659;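 also: potency is read from the fitted curve at half-maximal effect; plate controls were vehicle for no effect and reference inhibitor for full effect; nearly all actives have a fitted effect of over 55% in size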
# Target sequence (P08659 whole entry, looked up): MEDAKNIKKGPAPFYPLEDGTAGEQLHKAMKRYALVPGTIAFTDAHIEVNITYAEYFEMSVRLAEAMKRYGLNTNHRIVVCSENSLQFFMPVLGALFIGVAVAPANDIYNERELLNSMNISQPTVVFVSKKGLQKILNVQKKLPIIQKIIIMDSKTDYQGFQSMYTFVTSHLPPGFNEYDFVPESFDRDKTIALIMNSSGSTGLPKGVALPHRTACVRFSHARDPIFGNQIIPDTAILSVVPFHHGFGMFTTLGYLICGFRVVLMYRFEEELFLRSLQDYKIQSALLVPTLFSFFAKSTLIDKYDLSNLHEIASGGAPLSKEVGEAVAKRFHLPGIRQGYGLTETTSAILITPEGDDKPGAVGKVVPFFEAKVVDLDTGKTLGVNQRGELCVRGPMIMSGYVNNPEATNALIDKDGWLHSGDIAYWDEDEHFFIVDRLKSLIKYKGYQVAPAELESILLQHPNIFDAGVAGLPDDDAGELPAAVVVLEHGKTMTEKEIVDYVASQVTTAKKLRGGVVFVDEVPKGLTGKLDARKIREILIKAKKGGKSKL
#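 Purified P. pyralis luciferase (10nM final) with 10uM D-luciferin and 10uM ATP (Km levels) in 50mM Tris acetate pH 7.5, 10mM Mg acetate, 0.01% Tween-20, 0.05% BSA; qHTS 6-point titration, ~60 µM downward; luminescence read.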
# NPC1 prom act: activators of NPC1 promoter; Potency, µM (doses to about 9.22 µM), for the others: top-dose activation, actives largely listed as activators; hit rate 2.4% among 320,000; AID 485313; Huh7 NPC1 promoter luciferase reporter, 24 h;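 also: potency is read from the fitted curve at half-maximal effect; % of control where 0% means no effect; nearly all actives have a fitted effect of over 60% in size; reporter is driven by a mutant NPC1 promoter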
#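 Stably transfected Huh7 (NPC1 promoter→luciferase), 1500 cells/well in Opti-MEM + 10% FBS, 2 h settle, then compound 24 h at 37 °C. Luminescence after 10 min with Amplite reagent.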
# Giardia kill: kills Giardia lamblia | Giardia lamblia trophozoite viability | activity change, % at 7.66 µM, hits read low | hit rate 0.15% among 340,000; in the data active = activity change below about -80%; inconclusive = between about -30% and that limit;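 also: parasites exposed to compound for two days anaerobically before the ATP read; % is scaled to controls: 0 for no effect and ±100 for the full control effect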
#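 Trophozoite viability was measured as ATP-dependent luminescence, read 15-30 min after reagent addition. Before that, parasites at 100 cells/well were exposed to compounds for 48 h, anaerobically, at 37 deg C.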
# VP16 counter: counter-screen for ROR gamma inhibitors: Gal4-VP16 reporter; Potency, µM (titrated, usually from 53.6 µM), without a hit: at the top dose activity, negative = inhibition, actives largely listed as inhibitors; hit rate 3.5% among 310,000; AID 2546; Drosophila S2 Gal4-VP16 UAS-luciferase, luminescence, 20 h;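 also: Gal4-VP16 expression switched on by copper sulfate through the metallothionein promoter; potency is read from the fitted curve at half-maximal effect; % is scaled to controls: 0 for no effect and ±100 for the full control effect; nearly all actives have a fitted effect of over 50% in size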
# uPA generation: blocks generation of uPA at the cell surface; hit rate 0.31% among 330,000; AID 540303; Potency, µM (top dose mostly 38.3 µM), for the others: at the top dose activity change, negative = inhibition, usual class: inhibitors; cell surface uPA generation assay, qHTS; active = well fitted inhibition curve with a large enough effect; inconclusive = small, poorly fitted or top-dose-only effect; inactive = no such curve, though single readings can be large or run the other way; tested in mouse RAW 264.7 cells; also: potency is read from the fitted curve at half-maximal effect; % is scaled to controls: 0 for no effect and ±100 for the full control effect; nearly all actives have a fitted effect of over 55% in size
# FBPA coupling cs: counter-screen for Giardia aldolase inhibitors: coupling enzyme system; coupling enzyme system counterscreen, AmpLite Red fluorescence; activity change, negative = inhibition, % at 58.2 µM, hits read low; hit rate 0.67% among 290,000; in the data active = activity change below about -30%; also: % is scaled to controls: 0 for no effect and ±100 for the full control effect
#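 Counterscreen lacking aldolase: glyceraldehyde-3-phosphate coupling-enzyme reagent preincubated 10 min at RT with compound (at 57.5 uM final), then substrate/coupling system with AmpLite Red added; fluorescence read at 525/598 nm after 20 min RT.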
# Rab9 promoter act: Rab9 promoter activation; AID 485297; hit rate 2.8% among 320,000; Potency, µM (titrated, usually from 9.22 µM), inactives show at the top dose activation, negative = inhibition, actives largely listed as activators; Huh7 Rab9 promoter-luciferase reporter, luminescence, 24 h; also: potency is read from the fitted curve at half-maximal effect; % of control where 0% means no effect; nearly all actives have a fitted effect of over 60% in size
#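 Cells were plated at 1500 per well in reduced-serum medium with 10% FBS and left 2 h. Compound in DMSO was then added for 24 h at 37 °C. Reporter signal was read by luminescence after 10 min with luciferase detection reagent.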
# Numbers without * were called inactive; ? = inconclusive; nt = not tested or not shown; [ ] = dose if it differs, or a comment. Unless noted, calls follow the shape of the dose curve; as a rule, active = well fitted curve in the direction sought with a large enough effect; inconclusive = small, poorly fitted or top-dose-only effect, or another doubt; inactive = no such curve, though single readings can be large; an effect the other way counts as inactive or inconclusive.
SMILES,Tb PFK inh,KCNH2 3.1 block,RORg inh,ELG1 genotoxic,FLuc counter,NPC1 prom act,Giardia kill,VP16 counter,uPA generation,FBPA coupling cs,Rab9 promoter act
O=[N+]([O-])c1ccccc1S(=O)(=O)Nc1ccc2c(c1)OCCO2,2%,23,2%,-7%,4%,-1%,-5,0%,-12%,0,0%
O=C(Cn1cncn1)NCc1cccc(OC(F)F)c1,-13%,-21,6%,0%,-1%,-1%,-7,-6%,-3%,0,3%
O=C(O)c1cccc(Nc2ccncc2[N+](=O)[O-])c1,5%,1,-4%,0%,-1%,-5%,-3,3%,3%,7,-5%
CCCc1cc(CN(C)C(=O)CC2C(=O)NCCN2Cc2ccccc2C)[nH]n1 (centres undefined),0%,3,-11%,8%,2%,4%,-12,15%,-7%,nt,17%
CC(C)CCNC(=O)CN(Cc1ccc2c(c1)OCO2)C(=O)CCC(=O)Nc1ccccn1,-1%,-29,0%,-2%,2%,0%,-8,3%,20%,0,5%
COc1ccc(Nc2nc(N)nc(CN3CCOCC3)n2)cc1,-3%,-14,25%,7%,2%,3%,7,-3%,-1%,1,7%
COc1ccc(CNC2CC(C)N(C)CC2C)cc1OC (centres undefined),-3%,16,-8%,-4%,2%,1%,6,?,3%,0,-2%
CCn1c(=O)c(C(=O)Nc2nc3ccccc3[nH]2)c(O)c2ccccc21,?,-7,11µM*,0%,1%,-11%,-17,8.9µM*,-5%,0,-9%
Cn1nnnc1SCCNCc1ccccc1F,1%,5,7%,-3%,-1%,-2%,10,1%,nt,2,-11%
CN1CCC(=NNC(=O)c2ccc(N(Cc3ccc(Cl)cc3)S(C)(=O)=O)cc2)CC1,0%,4,?,1%,-2%,-1%,-5,?,-5%,1,-5%
CCn1cnc2c1c(=O)n(CC(=O)NCC(C)C)c(=O)n2Cc1ccccc1,0%,17,-10%,4%,5%,-4%,10,-6%,-2%,0,1%[1.84 µM]
COCc1c(C(=O)OCc2nc3ccsc3c(=O)[nH]2)oc2ccccc12,7%,-8,nt,1%,0%,0%,19,nt,18%,nt,-3%
O=C1CC(C(=O)N2CCc3ccccc32)CN1c1cccc(C(F)(F)F)c1 (centres undefined),-9%,39,nt,3%,-2%,-6%,12,nt,2%,nt,-4%
COc1ccccc1CNc1ccccc1F,-2%,1,14%,-1%,3%,-2%,18,2%,3%,-1,-6%
CCOC(=O)c1ccc(NC(=O)c2nc[nH]c2C(=O)N(C)Cc2ccccc2)cc1,-17%,8,10µM*,-5%,?,-6%,-25,?,-11%,0,-3%
CC(=O)Nc1cc2c(cc1C(=O)c1ccccc1)OCCO2,3%,4,-28%,0%,0%,-7%,8,-2%,-9%,4,1%
CCOC(=O)CSc1nc(C)cc(C)c1C#N,-11%,3,2%,4%,-1%,-4%,-8,14%,5%,2,-5%
Cn1c(SCc2cccnc2)nc2cccnc21,1%,10,34%,8%,-16%,12%,9,18%,-1%,0,?
C/C(N)=C(/C#N)C(=O)CSc1nnnn1-c1ccc(C)cc1C,1%,-3,-25%,0%,-10%,1%,2,13µM*,nt,2,6%
COc1cc(CNC2CCCC2)cc(Cl)c1OCc1ccccc1F,0%,-7,-34%,4%,8%,8%,6,-12%,-17%,9,-1%
CC(=O)NCC(=O)OCC(=O)c1ccc(C)c(C)c1,1%,15,2%,3%,1%,2%,5,7%,3%,4,-2%
CN(C)S(=O)(=O)Nc1ccccc1F,-3%,-80*,0%,1%,0%,-2%,-6,-2%,3%,-7,-12%
COC(=O)[C@@H](NCc1cccc(CN[C@H](C(=O)OC)C(C)C)c1)C(C)C,-1%,10,-14%,-3%,1%,1%,-15,0%,2%,3,-2%
CCOC(=O)C(CC)n1cnc2c(nnn2-c2ccc(C)cc2)c1=O (centres undefined),-2%,17,9%,-2%,-15%,16%,15,1%,nt,3,18%
CC1CCC(NC(=O)Cn2ncc3ccccc32)CC1 (centres undefined),?,-3,4%,10µM*,?,?,-4,12%,-10%,-1,?

# Single records, from the list above.
# O=C(Cn1cncn1)NCc1cccc(OC(F)F)c1 across the screens: Tb PFK inh = -13%; KCNH2 3.1 block = -21; RORg inh = 6%; ELG1 genotoxic = 0%; FLuc counter = -1%; NPC1 prom act = -1%; Giardia kill = -7; VP16 counter = -6%; uPA generation = -3%; FBPA coupling cs = 0; Rab9 promoter act = 3%
# CCCc1cc(CN(C)C(=O)CC2C(=O)NCCN2Cc2ccccc2C)[nH]n1 (centres undefined) across the screens: Tb PFK inh = 0%; KCNH2 3.1 block = 3; RORg inh = -11%; ELG1 genotoxic = 8%; FLuc counter = 2%; NPC1 prom act = 4%; Giardia kill = -12; VP16 counter = 15%; uPA generation = -7%; FBPA coupling cs = nt; Rab9 promoter act = 17%

# Additional records follow:
SMILES,Tb PFK inh,KCNH2 3.1 block,RORg inh,ELG1 genotoxic,FLuc counter,NPC1 prom act,Giardia kill,VP16 counter,uPA generation,FBPA coupling cs,Rab9 promoter act
CCN(CC)CC(=O)n1c2c(c3ccccc31)CCCC2,0%,-4,7%,0%,2%,-3%,-2,-5%,1%,-1,1%
COc1ccc(S(=O)(=O)N2CCC(O)(c3ccc4c(c3)OCO4)CC2)cc1,4%,0,-3%,-4%,2%,-7%,7,16%,10%,5,-7%
CCOC(=O)Cc1csc(NC(=O)c2ccc3ccccc3n2)n1,4%,8,6.3µM*,-7%,15µM*,1.6µM*,-24,?,1%,-1,1µM*
CCCC(=O)Nc1cccc(NC(=O)c2ccccc2Br)c1,3%,-3,6%,0%,-2%,-2%,-19,-1%[0.365 µM],nt,-2,-11%
NC(=O)C1CCN(C(=O)C23CC4CC(CC(C4)C2)C3)CC1,0%,7,10%,1%,1%,-1%,-12,-7%,-1%,4,-5%
C=CCNc1nc(NCCN2CCOCC2)nc(N2CCOCC2)n1,8%,-12,-22%,1%,-1%,2%,12,-10%,0%,2,2%
COc1ccc(C(=O)COC(=O)Cn2nnc3ccccc32)cc1Br,-3%,-22,1%,0%,0%,-1%,15,1%,nt,1,0%
CN(C)CCNCc1ccccc1OC1CCCC1,-4%,-20,?,-1%,6%,-1%,-5,3%,nt,3,-4%
CC1C(=O)CCN(C(C)C)C1C (centres undefined),-4%,0,-3%,1%,-9%,4%,-1,-12%,0%,0,0%
CN(C(=O)CCNC(=O)Cn1cnc2ccccc2c1=O)c1ccc(F)cc1,0%,12,4%,1%,0%,-1%,-13,4%,-1%,6,-2%
Cc1cc(OCC(=O)NC(C)C)ccc1Cl,-1%,0,1%,2%,-9%,0%,-21,-7%,2%,3,13%
CC(C)CNC(=O)c1cccc(NC(=O)CSc2ccc(Cl)cc2)c1,1%,-5,14%,-7%,?,-1%,-30,-15%,4%,6,-1%
CC(C)NC(=O)NC1C2CC3CC(C2)CC1C3 (centres undefined),1%,-23,-25%,7%,6%,1%,2,-1%,6%,1,1%
COc1ccc(-n2c(=S)[nH]c3cc(C(=O)O)ccc3c2=O)cc1,2%,-5,2%,1%,-11%,0%,-8,0%,1%,11,-3%
O=c1[nH]c(-c2ccccc2)nnc1-c1ccccc1,0%,26,-2%,?,17µM*,?,-17,-8%,-1%,-3,?
Cc1cc(C)nc(-n2nc(C)cc2NC(=O)CNC2CCCCC2)n1,3%,8,2.5µM*,-3%,0%,3%,9,6.3µM*,-3%,0,-3%
C=C(C)C(=O)NC1=NN(c2ccccc2)C(=O)C1,?,nt,-4%,4%,-1%,0%,-27,1%,11%,4,-7%
COCCN(C(=O)CCC(=O)Nc1cccnc1)C(C(=O)NC1CCCCC1)c1ccccc1 (centres undefined),1%,19,9%,1%,2%,-4%,20,-2%,0%,1,8%
Nc1ccc2nn(-c3ccccc3)nc2c1,-7%,-3,-8%,?,3.8µM*,1.6µM*,-17,29%,-4%,-5,1.6µM*
Cc1cc(N2CCOCC2)n2nc(C(F)(F)F)c(-c3ccccc3)c2n1,4%,6,-2%,-3%,7%,-5%,6,1%,-2%,2,-5%
CCOC(=O)N1N=C(c2ccccc2)CC1(O)C(F)(F)F (centres undefined),0%,-32,-15%,?,13µM*,3.5µM*,-10,2%,-4%,3,2.2µM*
Cc1ccc(OCC(=O)Nc2cccc(C)n2)c(C)c1,-4%,1,?,4.1µM*,4.3µM*,?,-19,?,1%,1,?
O=C(C1COc2ccccc2O1)N1CCOCC1 (centres undefined),-1%,-11,-3%,1%,-3%,1%,5,6%,-2%,4,8%
COc1ccccc1OCCC(=O)OCC(=O)NCc1ccccc1,-2%,1,11%,1%,-2%,-3%,-10,-8%,-2%,0,1%
c1ccc2c(c1)CCCN2Cc1nnc2n1CCCCC2,-2%,8,-20%,-2%,-3%,0%,-16,16%,2%,2,6%
Cc1cc(Nc2ccccc2)nc(N)n1,0%,3,8%,2%,-13%,10%,-14,11%,nt,2,0%
